Assay outcomes from PubChem.
MEX-5 binding – C. elegans MEX-5 TCR-2 RNA binding activity. MEX-5/FITC-TCR2 RNA binding, fluorescence polarization; active compounds read low. Q9XUB2. activity score (negative = inhibition of binding), % at 10 µM. 300,000 compounds, 0.38% hits;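 active = inhibition past about -25% in most replicates, and total fluorescence under double the plate's negative control median, limit read from the data; inconclusive = replicates evenly split on the limit, or fluorescence at least double controls; inactive = too little inhibition in most replicates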;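 note: 0% = DMSO and -100% = 5 µM competing unlabeled TCR2 RNA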
EBNA-1 inhibitor – blocks EBNA-1 binding to DNA | 300,000 compounds, 0.34% hits | inhibition, % at 14.8 µM | AID 1950 | EBNA-1 DNA binding, fluorescence polarization; in the data active = inhibition above about 28%
CR mimetic SO – caloric restriction mimetics inhibiting age-related superoxide in yeast; S. cerevisiae aged cells, superoxide DHE fluorescence; active compounds read low; superoxide response (% of plate mean), % at 10 µM; 330,000 compounds, 0.18% hits;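 active = superoxide response under a set limit, about three screen SD below normal, cut at about 65% in these data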;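 note: yeast aged for seven days with compound at 30 °C before DHE staining; 100% = average MFI of all compound-treated wells on the plate with controls excluded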
BCLXL inh – Bcl-xL (human) inhibition; GST-Bcl-xL / FITC-Bim BH3 peptide fluorescence polarization; inhibition, % at 10.9 µM; 320,000 compounds, 0.7% hits;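 active = inhibition above the mean of all tested compounds plus 3 SD, cutoff set per campaign, cut at about 30% in these data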;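 note: 0% = DMSO wells and 100% = unlabeled Bim-BH3 peptide competitor; inhibitors lower millipolarization by displacing the labeled peptide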
Target sequence (Q07817 whole entry, looked up): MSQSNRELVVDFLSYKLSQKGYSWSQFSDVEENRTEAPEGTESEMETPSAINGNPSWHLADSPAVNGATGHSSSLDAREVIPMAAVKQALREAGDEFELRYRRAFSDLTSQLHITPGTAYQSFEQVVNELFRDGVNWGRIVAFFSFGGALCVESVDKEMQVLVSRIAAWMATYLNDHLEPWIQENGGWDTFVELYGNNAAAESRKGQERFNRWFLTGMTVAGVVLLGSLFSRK
MCL1 BIM primary – disrupts human MCL1 binding to BIM-BH3 peptide. Q07820. GST-MCL1 / FITC-Bim-BH3 fluorescence polarization. inhibition, % at 10.9 µM. 320,000 compounds, 0.68% hits. AID 2057;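 active = inhibition above the mean inhibition of all tested compounds plus 3 SD, set per campaign, cut at about 40% in these data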;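 note: 0% = DMSO wells and 100% = unlabeled Bim-BH3 peptide control; higher means more loss of mP so more displacement of Bim peptide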
Target sequence (Q07820 whole entry, looked up): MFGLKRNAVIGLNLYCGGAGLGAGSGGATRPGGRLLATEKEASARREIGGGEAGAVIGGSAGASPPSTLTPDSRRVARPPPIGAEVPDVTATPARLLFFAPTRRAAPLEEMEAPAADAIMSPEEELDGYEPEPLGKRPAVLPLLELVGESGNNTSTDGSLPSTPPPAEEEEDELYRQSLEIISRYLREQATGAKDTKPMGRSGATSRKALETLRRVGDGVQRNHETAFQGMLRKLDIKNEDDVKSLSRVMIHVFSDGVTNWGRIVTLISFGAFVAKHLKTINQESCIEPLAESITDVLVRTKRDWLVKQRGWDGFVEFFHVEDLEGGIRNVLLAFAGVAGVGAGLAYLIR
Fam108B inh – Fam108B inhibition, counter-screen for RBBP9 inhibitors; inhibition, % at 9.51 µM; 300,000 compounds, 0.33% hits; recombinant Fam108B, FP-Rh probe fluorescence polarization;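 active = inhibition above the screen mean inhibition plus 3 SD, computed separately per campaign, cut at about 18% in these data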;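 note: inhibitors lower polarization as less probe binds the enzyme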
Efflux pump mplx – blocks antifungal efflux pumps in multiplex yeast assay. 330,000 compounds, 0.44% hits. S. cerevisiae Candida pump triplex, Nile Red efflux. inhibition, % at 10 µM;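 active = plate passing quality check with inhibition over a set limit, or well fluorescence over plate mean plus 4 SD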;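 note: Nile Red retained in pooled yeast measured as flow cytometry median fluorescence; 0% = buffer negative control and 100% = Enniatin B positive control; higher means more Nile Red kept so more efflux inhibition; some compounds called inactive have numbers as strong as hits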
GLD-1 RNA inh – GLD-1-TGE RNA interaction inhibition (C. elegans). inhibition, % at 5.96 µM. purified GLD-1 + fluorescein TGE RNA, fluorescence polarization. Q17339. AID 2280. 320,000 compounds, 0.44% hits;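 active = percent inhibition above a per-plate cutoff, the plate mean of test compounds plus 3 SD, cut at about 30% in these data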;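 note: 0% = DMSO wells with GLD-1 and probe and 100% = wells lacking GLD-1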
Target sequence (Q17339 whole entry, looked up): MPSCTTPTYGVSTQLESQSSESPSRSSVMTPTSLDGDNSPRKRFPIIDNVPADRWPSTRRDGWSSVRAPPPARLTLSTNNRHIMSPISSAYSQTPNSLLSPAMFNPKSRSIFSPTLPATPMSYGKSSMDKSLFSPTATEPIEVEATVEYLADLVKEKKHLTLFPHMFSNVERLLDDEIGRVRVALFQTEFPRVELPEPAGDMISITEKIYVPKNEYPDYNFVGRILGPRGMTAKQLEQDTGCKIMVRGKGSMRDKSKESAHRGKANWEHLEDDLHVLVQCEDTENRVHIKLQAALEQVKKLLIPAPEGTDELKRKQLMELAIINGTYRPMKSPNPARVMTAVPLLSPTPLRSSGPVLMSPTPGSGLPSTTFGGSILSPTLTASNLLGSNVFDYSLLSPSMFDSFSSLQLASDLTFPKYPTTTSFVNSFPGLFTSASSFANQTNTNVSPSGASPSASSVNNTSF
ZTA DNA inh – blocks Epstein-Barr virus ZTA, an EBNA-1 counter-screen | ZTA-DNA binding, fluorescence polarization | inhibition, % at 11 µM | 320,000 compounds, 0.15% hits | AID 2234; in the data active = inhibition above about 33%
Active calls of the source: *; ? = inconclusive; · = not tested or not shown.

SMILES | MEX-5 binding | EBNA-1 inhibitor | CR mimetic SO | BCLXL inh | MCL1 BIM primary | Fam108B inh | Efflux pump mplx | GLD-1 RNA inh | ZTA DNA inh
CC(C)(C)c1cn(-c2ccccc2)c(=S)[nH]1 | 0.2 | -13 | 89 | -24 | -10 | -1 | 0.0 | -5 | 2
Cc1ccc(CNC(=O)c2ccc3c(=O)n4c(-c5ccc(C)cc5)csc4nc3c2)cc1 | -3.4 | -7 | 100 | 4 | -1 | -5 | 0.1 | 8 | -20
CC(=O)c1cccc(NC(=O)c2ccc(S(=O)(=O)N3CCCCC3)cc2)c1 | 1.4 | 3 | 87 | 6 | 9 | 0 | 0.0 | 2 | 8
O=C(NCCN1CCN(c2cccc(Cl)c2)CC1)C1CCCN(S(=O)(=O)c2cnc[nH]2)C1 (centres undefined) | · | -2 | 113 | -5 | -2 | 2 | -0.1 | -1 | 2
CCCn1c(SCc2nc3sc(C)c(C)c3c(=O)[nH]2)nc2ccccc2c1=O | 3.4 | 8 | 123 | -3 | -15 | -5 | 0.1 | 3 | -10
COC(=O)C1CN(C(=O)C(C)Oc2cc(C)ccc2C(C)C)c2ccccc2O1 (centres undefined) | 0.5 | 6 | 120 | 4 | -2 | 8 | -0.1 | 2 | -3
CC(O)(CS(=O)(=O)Cc1ccccc1)c1ccc(Cl)cc1 (centres undefined) | -0.7 | -3 | 82 | 0 | -5 | 1 | 0.0 | -3 | 6
Cc1csc(SCC(=O)NCc2cccs2)n1 | -4.3 | -2 | 78 | -2 | -8 | 8 | 0.0 | -3 | -16
Cc1cc(C)n(-c2ccc(C(=O)OCC(=O)NCc3ccc(Cl)cc3)cc2)n1 | -1.7 | -4 | 95 | -2 | 7 | -2 | 0.0 | -5 | -8
O=S(=O)(c1ccc(NC(=S)NCc2ccc(F)cc2)cc1)N1CCOCC1 | -0.9 | -2 | 94 | 9 | 13 | -3 | -0.2 | 9 | -3
O=C(OCC(=O)N1CCN(C(=O)COC(=O)c2ccncc2)CC1)c1ccncc1 | 1.1 | -2 | 102 | 4 | -10 | -4 | -0.1 | 1 | 14
CN1CCN(C(=O)c2cc(=O)c3cc(Cl)cc(Cl)c3o2)CC1 | 2.4 | 3 | 97 | 4 | -1 | 0 | 0.1 | 2 | 12
O=C(NC(=S)Nc1cccnc1Cl)c1ccco1 | 1.8 | 0 | 108 | 14 | 17 | 2 | 0.0 | 2 | 24
O=C(N/N=C/c1cccnc1)c1ccc(NC(=O)c2ccccc2Cl)cc1 | -0.2 | -7 | 117 | -2 | -2 | -4 | 0.5 | -3 | 0
CC(C)N(CC#CCC1(O)c2ccccc2-c2ccccc21)CCO | -6.5 | -4 | 98 | 6 | 2 | 0 | 0.0 | 1 | 13
CCN1C(c2ccccc2)C(C)C(=O)C(C)C1c1ccccc1 (centres undefined) | 0.6 | -3 | 101 | 4 | 1 | 1 | -0.1 | 6 | 0
COC(=O)c1cc(-c2ccccc2)n(CC(=O)O)c1C | · | -12 | 103 | 8 | 2 | -6 | 0.0 | 3 | -23
Cc1noc(C)c1-c1nc(CSc2ccccc2)no1 | 1.4 | -10 | 102 | -9 | 3 | 5 | 0.0 | -2 | 7
CCN(CC(=O)Nc1ccc(NC(C)=O)cc1)C(=O)CCN1C(=O)c2cccc([N+](=O)[O-])c2C1=O | -1.1 | -4 | 109 | -11 | -22 | 2 | 0.7 | 7 | -13
Cc1ccc(NC(=O)COC(=O)C2CSC3(C)CCC(=O)N23)cc1S(=O)(=O)N1CCOCC1 (centres undefined) | 0.7 | -14 | 94 | 2 | 5 | 1 | 0.1 | 1 | -1
Cc1ccc(NC(=O)CSc2nnc(-c3ccncc3)o2)cc1C | 2.1 | 9 | 97 | 2 | -5 | 0 | 0.1 | -6 | 9
COc1ccc(Cl)cc1C(Nc1cccnc1)c1ccc2cccnc2c1O (centres undefined) | 1.8 | 4 | 115 | 6 | 14 | -1 | -0.4 | 3 | -2
CCOC(=O)Cc1csc(SCC(=O)N2CCN(c3ccc(OC)cc3)CC2)n1 | 1.1 | 6 | 88 | 4 | 3 | -1 | -0.2 | 24 | -1
C/C(=N\NC(=O)Cn1nc(C)c([N+](=O)[O-])c1C)c1ccco1 | -0.4 | -4 | 92 | 2 | 5 | 1 | -0.1 | -6 | -3
CC(=O)O[C@@H]1C[C@H]2C(C)=C[C@H]3OC(=O)[C@@H](C)[C@H]3C[C@H]2[C@]1(C)O | -0.9 | 8 | 88 | 2 | 1 | 2 | 0.0 | 0 | -10
Cc1onc(-c2c(F)cccc2Cl)c1C(=O)NC1CC1 | 0.5 | 1 | 105 | 2 | 0 | 4 | 1.3 | 0 | -2
Cc1nc2c(c(=O)n1CCC1=CCCCC1)c1nc3ccccc3nc1n2/N=C/c1ccccc1 | -2.2 | 10 | 100 | 2 | -1 | -7 | 0.1 | -6 | 1
Cn1cnnc1SC(C(=O)c1ccccc1)c1ccccc1 (centres undefined) | 2.7 | 5 | 108 | 1 | -2 | 0 | 0.3 | -8 | 0
CCOC(=O)/C(C#N)=C/c1c(N2CCN(C)CC2)nc2ccccn2c1=O | 1.5 | -10 | 84 | 10 | 8 | 0 | -0.1 | 6 | -10
COc1ccc(OC)c(Nc2nc(N)nc(CCl)n2)c1 | -0.9 | 2 | 109 | 6 | -1 | 3 | 0.0 | 3 | 0
CN(C)/C=C/C(=O)c1ccn(S(=O)(=O)c2ccccc2)c1 | -1.3 | 2 | 101 | -4 | -6 | 2 | -0.5 | -5 | 15
S=C1Nc2ccccc2Sc2ccc(Cl)cc21 | -0.2 | 10 | 98 | -2 | 0 | 3 | 0.0 | -1 | 3
CN(C)c1ccc(NC(=O)COC(=O)c2cc(Cl)ccc2[N+](=O)[O-])cc1 | -1.2 | 17 | 113 | 7 | 12 | 2 | 0.1 | 5 | 3
COc1ccc(C(=O)NC(=S)NNC(=O)CNC(=O)C2CCCCC2)cc1 | 1.5 | 8 | 104 | 11 | 13 | 0 | 0.0 | 3 | -11
CCOC(=O)c1c(NC(=O)C2C3CCC(O3)C2C(=O)O)sc(C)c1-c1ccc(F)cc1 (centres undefined) | 2.6 | -3 | 100 | 0 | -6 | 3 | 0.2 | 9 | -11
Oc1c(C=NCc2ccc(F)cc2)[nH]c2ccc(Br)c(Cl)c12 | -1.1 | -1 | 102 | -16 | -43 | 5 | -0.1 | -14 | 10
Cc1n(CC(O)COCc2ccccc2)c2ccccc2[n+]1C (centres undefined) | 1.0 | 1 | 106 | -10 | -20 | 2 | -0.1 | -6 | 2
COC(=O)CN1C(=O)c2cccc3cccc1c23 | 2.4 | -6 | 103 | 3 | -5 | 1 | 0.0 | -5 | -1
CC1CCN(C(=O)c2[nH]cnc2C(=O)NC2CCN(C(=O)OC(C)(C)C)CC2)CC1 | · | · | 105 | 3 | 2 | · | 0.0 | -5 | -13
NC(=O)CN1CCN(C(=O)NC2CCCCC2)CC1 | -0.7 | 0 | 93 | 5 | 6 | 2 | 0.0 | 4 | -5
Cc1ccc(NC(=S)NC(=O)c2ccc(-c3ccc(Cl)cc3)o2)c(O)c1 | -3.3 | 6 | 97 | 4 | 5 | -7 | -0.2 | 4 | 12
O=C(C1CCCC1)N1CCN(S(=O)(=O)c2ccc(Cl)cc2)CC1 | 0.6 | 7 | 97 | 2 | 0 | 1 | 0.1 | 0 | -3
N#Cc1cc(C(=O)c2cc(F)ccc2O)cn(-c2nccs2)c1=O | ? | 0 | 99 | 38* | -1 | 10 | 6.7* | 11 | 12
COC(=O)[C@]1(C)N[C@H](c2ccc(-c3ccc(F)cc3)cc2)[C@@H]2C(=O)N(C)C(=O)[C@@H]21 | 2.0 | 6 | 95 | 2 | 2 | 3 | 0.2 | -1 | -1
CCOC(=O)N1CCN(C(=O)CSc2ccc(Cl)cc2)CC1 | 0.5 | -2 | 105 | 5 | 1 | -3 | 0.1 | 5 | -8
COc1ccc(C2C(C(C)=O)=C(O)C(=O)N2c2nc3ccccc3s2)cc1OC (centres undefined) | -2.5 | -4 | 106 | 6 | 0 | 0 | -0.1 | 3 | -11
Nn1cc(-c2ccccc2)nc1SCC(=O)NCC(F)(F)F | 2.4 | -8 | 103 | -1 | -1 | -1 | 0.0 | -2 | -8
NS(=O)(=O)c1ccc(NCc2cc(Cl)ccc2OCc2ccccc2F)cc1 | 0.7 | 7 | 98 | 3 | 5 | -6 | 0.0 | 2 | 12
Cc1ccc(C(=O)Nc2ccnc(-c3cccnc3)n2)cc1 | -2.2 | 8 | 101 | 8 | 1 | -3 | -0.1 | -5 | 6
CC(C)C(NS(=O)(=O)c1c(Cl)cccc1Cl)C(=O)OCC(=O)c1c[nH]c2ccccc12 (centres undefined) | -7.5 | -6 | 114 | -8 | -8 | -4 | 0.2 | 6 | -8

Full records as entered above. Screens in order: MEX-5 binding	EBNA-1 inhibitor	CR mimetic SO	BCLXL inh	MCL1 BIM primary	Fam108B inh	Efflux pump mplx	GLD-1 RNA inh	ZTA DNA inh
Results for `Cc1ccc(NC(=S)NC(=O)c2ccc(-c3ccc(Cl)cc3)o2)c(O)c1` = -3.3	6	97	4	5	-7	-0.2	4	12
Results for `CCOC(=O)N1CCN(C(=O)CSc2ccc(Cl)cc2)CC1` = 0.5	-2	105	5	1	-3	0.1	5	-8

More records.
SMILES | MEX-5 binding | EBNA-1 inhibitor | CR mimetic SO | BCLXL inh | MCL1 BIM primary | Fam108B inh | Efflux pump mplx | GLD-1 RNA inh | ZTA DNA inh
Cn1c(SCC(=O)NC2CCCCC2)nnc1-c1ccc(N)cc1 | 2.2 | 9 | 92 | 7 | -1 | -1 | 0.0 | -3 | 6
O=C(Nc1nc2ccc(Cl)cc2s1)[C@@H]1CCCN1C(=O)c1cccs1 | 3.2 | 5 | 107 | -1 | -7 | 0 | 4.9 | 1 | -10
CC12Cc3ccc4ccccc4c3C=C1C[N+](C)(C)C2 (centres undefined) | -1.6 | 7 | 96 | 1 | -2 | -1 | 0.0 | 8 | -4
CC1CCCN(C(=O)CSc2nnc(-c3ccncc3)n2C)C1 (centres undefined) | -2.5 | 9 | 98 | 1 | -2 | -1 | -0.1 | 9 | 6
CCC(Oc1ccccc1)C(=O)N1CCN(C(=O)C(CC)Oc2ccccc2)CC1 (centres undefined) | 0.0 | 5 | 102 | -1 | 7 | 0 | 0.0 | -3 | 2
O=C(NCCCN1CCOCC1)C1(c2ccccc2)CCOCC1 | -0.3 | -13 | 102 | -2 | 2 | 2 | 0.1 | -5 | -6
Cc1nn(Cc2ccc(F)cc2)c(C)c1NC(=O)c1cccnc1Cl | 0.0 | -11 | 110 | 5 | 10 | 2 | -0.2 | 5 | -11
Nc1cccc2[nH]c(C(F)(F)F)nc12 | -1.1 | 8 | 108 | 6 | 2 | 6 | -0.1 | -1 | -8
CCCCn1c(CCC)nc([N+](=O)[O-])c1Sc1ccc(Cl)cn1 | 2.5 | 1 | 100 | 2 | 3 | 0 | 0.0 | 3 | 3
CO/N=C/c1ccc(Sc2ccccc2)c([N+](=O)[O-])c1 | -1.1 | 3 | 101 | 6 | 7 | 1 | 0.2 | 8 | 9
O=C(NCc1ccccc1)C1=C[C@H](C2CCCCC2)C[C@H](OCc2ccc(CO)cc2)O1 | 0.5 | 5 | 100 | 3 | 5 | -9 | -0.1 | 8 | 2

BCLXL inh: entries above that show a hit
| Structure | MEX-5 binding | EBNA-1 inhibitor | BCLXL inh | MCL1 BIM primary | Efflux pump mplx | GLD-1 RNA inh |
| --- | --- | --- | --- | --- | --- | --- |
| N#Cc1cc(C(=O)c2cc(F)ccc2O)cn(-c2nccs2)c1=O | ? | 0 | 38* | -1 | 6.7* | 11 |
